Assay outcomes (PubChem)
PI5P4K alpha inh: qHTS for Inhibitors of phosphatidylinositol 5-phosphate 4-kinase (PI5P4K) | Phosphatidylinositol 5-phosphate 4-kinase type-2 alpha (Homo sapiens), P48426 | PI5P4Kalpha enzyme, ADP-Glo luminescence, 60 min; hits give low values | max response, % | hit rate 1.2% among 330,000; active means max response of -50% or lower; inconclusive means between -30% and -50%; inactive means -30% or higher; further: value at the top dose of about 77 µM; on the % scale 0 is the no-effect control and ±100 the full control effect
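Controls without substrate or without enzyme flank wells where PI5P4Kalpha converts substrate using 5 microM ATP (final). Incubation lasts 60 minutes at room temperature; ADP formed is read by ADP-Glo luminescence.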
PLK1 PBD inh: qHTS for Inhibitors of PLK1-PDB (polo-like kinase 1 - polo-box domain): Primary Screen; Serine/threonine-protein kinase PLK1 (Homo sapiens), P53350; Plk1 PBD binding of FITC phosphopeptide, fluorescence polarization; Potency, µM, for the others: max response, negative = inhibition, usual class: inhibitors; hit rate 2.8% among 360,000; AID 720504, 2013; further: potency means the concentration at half of the fitted maximal effect; series mostly up to about 57 µM; on the % scale 0 is the no-effect control and ±100 the full control effect; nearly all actives have a fitted effect of over 65% in size
GLP1R ag: qHTS of GLP-1 Receptor Agonists. Glucagon-like peptide 1 receptor (Homo sapiens), P43220. HEK293 GLP-1R CRE-luciferase, luminescence, 4-6 h; cells express a hypersensitive GLP-1R form. Potency, µM (top dose mostly 45.6 µM), without a hit: at the top dose activation, hits mostly activators. hit rate 0.007% among 380,000; further: potency means the concentration at half of the fitted maximal effect; % of control where 0% means no effect
HEK293 tox: qHTS of GLP-1 Receptor Inverse Agonists: Cytotox Screen | HEK293 cAMP-luciferase reporter cells, luminescence, 24 h | hit rate 0.13% among 410,000 | Potency, µM (series often up to 38.3 µM), for the others: top-dose activity change, negative = inhibition, hits mostly inhibitors;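 further: loss of luciferase light is scored as toxicity; potency means the concentration at half of the fitted maximal effect; on the % scale 0 is the no-effect control and ±100 the full control effect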
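1536-well qHTS counterscreen of the MLSMR; 200 cells/uL, 12 h pre-incubation, 23 nL cpd, 24 h at 37 deg C 5% CO2, luciferase detection reagent, 12 min RT, luminescence. Inhibition = undesired.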
GLP-1R inv ag: qHTS of GLP-1 Receptor Inverse Agonists (Inhibition Mode). hit rate 1.6% among 410,000. Potency, µM (series often up to 38.3 µM), without a hit: at the highest dose activity change, negative = inhibition, usual class: inhibitors. HEK293 GLP-1R CRE-luciferase, luminescence, 24 h; GLP-1R form is constitutively active. Glucagon-like peptide 1 receptor (Homo sapiens), P43220; further: potency means the concentration at half of the fitted maximal effect; on the % scale 0 is the no-effect control and ±100 the full control effect; nearly all actives have a fitted effect of over 55% in size
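Assay principle: reduced luminescence from a cAMP-responsive reporter in HEK293 cells co-expressing a constitutively active GLP-1R. Conditions: 24 hr compound incubation, 37 deg C, 5% CO2.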
IL-2 act: qHTS of IL-2 Activators | IL-2 activation reporter assay, cell-based qHTS; stimulated with anti-CD3/CD4/CD28 beads; in transgenic mouse T cells | activation, % (series mostly up to about 46 µM) | hit rate 0.065% among 360,000; in the data active means activation above about 50%; inconclusive means mostly about 30% to 49%; further: 0% is about no effect
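Unstimulated transgenic mouse T cells preincubated 60 min with compound, then stimulated with anti-CD3/anti-CD4-coated beads plus anti-CD28 for 18 h at 37 degrees C. IL-2 response read as EGFP and DsRed fluorescence by plate cytometry.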
EPAC1 antagonist: qHTS for Antagonist of cAMP-regulated guanine nucleotide exchange factor 3 (EPAC1): primary screen | EPAC1 GEF assay, Rap1b-BODIPY-GDP exchange fluorescence | Potency, µM (series often up to 115 µM), for inactives: at the highest dose activity change, negative = inhibition, actives largely listed as inhibitors | hit rate 0.14% among 360,000 | AID 720709, 2013;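 further: potency means the concentration at half of the fitted maximal effect; plate controls were vehicle for no effect and positive control for full effect; nearly all actives have a fitted effect of over 50% in size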
Target sequence (O95398 whole entry, looked up): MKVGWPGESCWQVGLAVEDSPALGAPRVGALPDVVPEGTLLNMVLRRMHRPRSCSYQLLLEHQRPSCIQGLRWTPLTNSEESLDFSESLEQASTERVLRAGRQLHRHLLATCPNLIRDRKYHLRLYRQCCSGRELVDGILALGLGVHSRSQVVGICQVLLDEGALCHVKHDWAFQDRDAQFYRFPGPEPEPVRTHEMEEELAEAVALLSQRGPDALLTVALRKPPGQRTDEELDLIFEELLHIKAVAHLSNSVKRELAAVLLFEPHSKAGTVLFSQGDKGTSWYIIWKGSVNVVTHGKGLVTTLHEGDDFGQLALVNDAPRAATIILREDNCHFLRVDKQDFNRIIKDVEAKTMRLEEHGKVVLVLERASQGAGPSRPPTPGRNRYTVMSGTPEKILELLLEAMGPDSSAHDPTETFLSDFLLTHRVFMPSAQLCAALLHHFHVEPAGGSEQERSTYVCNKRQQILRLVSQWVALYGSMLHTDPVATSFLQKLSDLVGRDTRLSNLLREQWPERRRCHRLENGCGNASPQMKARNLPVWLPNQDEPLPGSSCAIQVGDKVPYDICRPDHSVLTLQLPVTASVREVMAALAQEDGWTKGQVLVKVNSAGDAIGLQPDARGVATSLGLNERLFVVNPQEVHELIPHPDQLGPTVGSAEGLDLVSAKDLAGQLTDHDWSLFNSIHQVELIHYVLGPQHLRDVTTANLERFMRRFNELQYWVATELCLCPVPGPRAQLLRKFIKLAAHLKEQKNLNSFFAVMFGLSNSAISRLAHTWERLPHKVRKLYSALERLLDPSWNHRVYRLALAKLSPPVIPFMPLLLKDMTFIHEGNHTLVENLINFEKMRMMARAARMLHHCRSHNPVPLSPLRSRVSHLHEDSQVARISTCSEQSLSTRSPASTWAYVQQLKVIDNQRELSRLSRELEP
PTHR1 ag: qHTS for PTHR1 Agonists: Primary Screen. Parathyroid hormone/parathyroid hormone-related peptide receptor (Homo sapiens), Q03431. HEK293 GP2 PTHR1 cells, GloSensor cAMP luminescence, 1 h. hit rate 0.075% among 410,000. Potency, µM (titrated, usually from 115 µM), for inactives: at the top dose activation, actives largely listed as activators. AID 743266, 2014; further: potency means the concentration at half of the fitted maximal effect; nearly all actives have a fitted effect of over 55% in size; some results filed as inactive show a strong effect at the top dose; inactives centre near -15; many of its hits are not listed in these tables
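HEK-293-derived GP2 cells expressing PTHR1 and a GloSensor cAMP reporter, 3,000/well, plated overnight, given luciferin plus IBMX (each 0.5 mM as added) for 1 h at 37 °C, then compound for 1 h at 37 °C. Luminescence was read after 15 min at room temperature.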
EPAC1 ag: qHTS for Agonist of cAMP-regulated guanine nucleotide exchange factor 3 (EPAC1): primary screen; Rap guanine nucleotide exchange factor 3 (Homo sapiens), O95398; Potency, µM (doses to about 154 µM), for the others: top-dose activation, actives largely listed as activators; hit rate 0.073% among 360,000; EPAC1 agonist qHTS, biochemical assay; response scale: 100% = response to 6.5 mM cAMP; further: potency means the concentration at half of the fitted maximal effect; nearly all actives have a fitted effect of over 60% in size
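Compounds were pinned as a concentration titration into mixtures of EPAC1 (100 nM), BODIPY-GDP-loaded Rap1B (250 nM) and GDP (50 uM). After 5 min at room temperature, fluorescence was followed for 30 min; activity was scaled to 6.5 mM cAMP.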
Active calls of the source: *; i = inactive; ? = inconclusive; / = not tested or not shown; [ ] = dose if it differs, or a comment. Unless noted, the call rests on the fitted dose curve; in most records, active means well fitted curve in the direction sought with a large enough effect; inconclusive means small, poorly fitted or top-dose-only effect, or another doubt; inactive means no such curve, though single readings can be large; an effect the other way counts as inactive or inconclusive. Some of the compounds tested. The share of hits here may be higher or lower than overall.

1. OCCOCCn1c(C(CO)Nc2nc(-c3cccc(Br)c3)cs2)nc2ccccc21 (stereo not drawn)
2. COc1cccc(C2c3[nH]c4ccccc4c3C[C@H]3C(=O)N(CCCOC(C)C)CC(=O)N23)c1 (stereo partly drawn)
3. Cc1cc(NC(=O)CCC(=O)N(CC(=O)NC2CCCC2)c2ccc3c(c2)OCCO3)no1
4. O=C(/C=C/c1ccccc1[N+](=O)[O-])c1ccc(F)cc1
5. CC1CCN(c2c(NCC3CCC(C(=O)NCCc4ccccc4)CC3)c(=O)c2=O)CC1 (stereo not drawn)
6. Cc1nc2nc(CCc3ccccc3)nn2c(C)c1Cl
7. CN(C)C(=O)COC(=O)[C@H](Cc1ccccc1)NC(=O)c1ccco1
8. COC(=O)N/N=C/c1ccccc1OCCOc1ccc(OC)cc1
entry no.	1	2	3	4	5	6	7	8
PI5P4K alpha inh	-3	4	6	3	7	/	2	0
PLK1 PBD inh	?	3%	-2%	-13%	2%	1%	1%	-5%
GLP1R ag	15%	8%	-1%	-5%	10%	1%	0%	22%
HEK293 tox	3%	1%	59%[activator]	8%	-16%	-15%	-1%	-10%
GLP-1R inv ag	4%	-7%	8%	-9%	-3%	37%[activator]	13%	-15%
IL-2 act	-0.7	-3.4	-1.0	2.8	-4.7	-1.7	-2.0	-1.0
EPAC1 antagonist	-10%	-22%	0%	-16%	1%	14%	23%	-10%
PTHR1 ag	8%	i	i	-38%[inhibitor]	i	-6%	i	-12%
EPAC1 ag	5%	-3%	3%	2%	-29%	-3%	0%	-3%

9. Cc1ccc(NC(=O)C2CC3CCC2C3)c(Br)c1 (stereo not drawn)
10. CN1C(=O)C(O)(CC(=O)/C=C/c2ccco2)c2ccccc21 (stereo not drawn)
11. CN(Cc1ccccc1)C(=O)c1ccc2nc([C@H]3C[C@H](O)[C@@H](CO)O3)[nH]c2c1
12. COCCNC(=S)N1CCN(c2nc(-c3cccc(OC)c3)cs2)CC1
13. O=C(CN1CCCC1)Nc1ccc(F)c(Cl)c1
14. CCCCc1ccc(NC(=S)NCc2cccc(OC)c2)cc1
15. Cc1cc(NC(=O)c2ccc(S(=O)(=O)Nc3ccccc3)cc2)no1
16. CCC(C)C(NC(N)=O)C(=O)Nc1ccc(OCc2ccccc2)cc1 (stereo not drawn)
entry no.	9	10	11	12	13	14	15	16
PI5P4K alpha inh	-4	1	-3	0	-4	16	2	6
PLK1 PBD inh	-15%	-13%	-5%	0%	-15%	-27%	-17%	-7%
GLP1R ag	-6%	-1%	-5%	12%	-2%	19%	-4%	0%
HEK293 tox	4%	-9%	0%	-7%	-7%	?	4%	5%
GLP-1R inv ag	?	-13%	3%	-26%	-21%	?	0%	15%
IL-2 act	1.2	2.5	-0.3	-4.2	-1.2	-4.5	-1.5	-1.4
EPAC1 antagonist	1%	-28%	3%	4%	-14%	-5%	0%	-8%
PTHR1 ag	-22%	24%	-23%	-23%	i	-77%[inhibitor]	i	-73%[inhibitor]
EPAC1 ag	8%	1%	9%	6%	4%	9%	7%	-5%

17. N=c1n(CCO)c2ccccc2n1Cc1ccccc1Cl
18. COc1ccccc1C1c2ccc3ccccc3c2Oc2ncn(CCCO)c(=N)c21 (stereo not drawn)
19. CCCCNC(=O)Nc1ccccc1C(=O)NCc1ccco1
20. Cc1ccc(C(N)=S)c(C)c1
21. NC(=O)c1cc(-c2ccccc2)nc(N2CCOCC2)n1
22. COc1cc(-c2cc(-c3ccc(F)cc3)nc(N)c2C#N)ccc1O
23. O=C(O)c1ccc(/C=N/NC(=O)c2ccc3c(c2)OCCO3)cc1
24. COCCSc1nnc(NC(=O)c2ccc3c(c2)OCO3)s1
entry no.	17	18	19	20	21	22	23	24
PI5P4K alpha inh	2	-4	/	-1	-2	3	-2	0
PLK1 PBD inh	-11%	4%	-10%	?	-1%	-9%	-3%	-1%
GLP1R ag	0%	14%	0%	1%	15%	?	1%	-3%
HEK293 tox	-17%	?	-9%	9%	-4%	5%	-16%	2%
GLP-1R inv ag	?	?	0%	15%	?	0%	0%	18%
IL-2 act	-1.7	-0.9	-0.6	-1.7	0.1	0.6	-0.2	0.2
EPAC1 antagonist	0%	0%	11%	-26%	-2%	-10%	-1%	3%
PTHR1 ag	i	-5%	-1%[57.5 µM]	i	-7%	i	i	-17%
EPAC1 ag	-5%	11%	9%	5%	-1%	5%	-6%	-2%

25. Cc1nc(N2N=C(c3ccc(Cl)cc3)CC2c2ccco2)sc1C(=O)N(C)C (stereo not drawn)
26. CCS(=O)(=O)Nc1ccc(C2=NN(S(=O)(=O)c3ccc(F)cc3)C(c3ccco3)C2)cc1 (stereo not drawn)
27. COC(=O)c1c(C)[nH]c(C(=O)C(C)OC(=O)C2CC(=O)N(c3ccc(C)cc3)C2)c1C (stereo not drawn)
28. CN(C)CC1CCCCC1OC(=O)c1ccc(S(=O)(=O)N(C)c2ccccc2)cc1 (stereo not drawn)
29. C#CCSc1nnc(-c2sc3ccccc3c2Cl)o1
30. CC(Oc1ccc(Cl)cc1)c1ccnn1S(=O)(=O)c1ccc(Cl)cc1 (stereo not drawn)
31. O=C(CCn1c(=O)oc2ccccc21)NCc1ccco1
32. Cc1ccc2nc(-c3ccc(NC(=O)C(C)N4C(=O)c5ccccc5C4=O)cc3)sc2c1 (stereo not drawn)
entry no.	25	26	27	28	29	30	31	32
PI5P4K alpha inh	-21	/	6	-7	-2	10	-2	2
PLK1 PBD inh	-14%	-3%	-9%	-4%	-1%	0%	5%	-20%
GLP1R ag	26%	10%	1%	13%	0%	-8%	-6%	0%
HEK293 tox	102%[activator]	3%	-9%	-3%	-12%	-7%	4%	-9%
GLP-1R inv ag	?	-12%	6%	?	-1%	?	7%	30%
IL-2 act	-4.4	4.1	-0.6	1.3	-0.2	-0.7	1.8	1.0
EPAC1 antagonist	?	-3%	-25%	-9%	4%	12%	11%	-22%
PTHR1 ag	i	i	-33%[inhibitor]	i	i	-29%	-4%	-17%
EPAC1 ag	8%	21%	-3%	-8%	-8%	5%	4%	-42%[inhibitor]

33. O=S(=O)(NCCCN1CCOCC1)c1ccc2c(c1)OCCO2
34. C=CCOC(=O)C1C(=O)CC(C)(O)C(C(=O)OCC=C)C1c1ccc(OC)cc1 (stereo not drawn)
35. Cc1ccccc1-c1nc(CN2CCCC2c2ccc(F)cc2)c(C)o1 (stereo not drawn)
36. CCOc1cccc(CNCCO)c1OCc1ccc(Cl)cc1Cl
37. O=C1CCCCCC1C1(O)C(=O)Nc2ccc(Br)cc21 (stereo not drawn)
38. COc1ccc(C2(CNC(=O)c3ccccc3)CCOCC2)cc1
39. COc1ccc(-c2c(C#N)c(N)n(N)c(=O)c2C#N)cc1Cl
40. COCCN(Cc1ccccc1)C(=O)C1CCN(S(=O)(=O)c2ccc(OC)c(OC)c2)CC1
entry no.	33	34	35	36	37	38	39	40
PI5P4K alpha inh	0	5	2	-4	6	10	-24	-1
PLK1 PBD inh	-4%	-15%	-10%	-3%	-20%	0%	-14%	-6%
GLP1R ag	5%	-5%	1%	-3%	-1%	6%	14%	2%
HEK293 tox	2%[7.66 µM]	2%	-1%	?	-9%	5%	16%	-9%
GLP-1R inv ag	7%[7.66 µM]	-8%	?	?	-11%	1%	31%	11%
IL-2 act	2.7	-2.3	-0.6	-0.6	1.2	-1.4	4.5	-2.9
EPAC1 antagonist	-3%	-5%	-23%	-13%	-8%	10%	3%	7%
PTHR1 ag	i	i	i	i	-4%[57.5 µM]	i	i	i
EPAC1 ag	6%	-5%	0%	1%	0%	9%	1%	0%

A second format for part of the listing above:
item | mol | PI5P4K alpha inh | PLK1 PBD inh | GLP1R ag | HEK293 tox | GLP-1R inv ag | IL-2 act | EPAC1 antagonist | PTHR1 ag | EPAC1 ag
36 | CCOc1cccc(CNCCO)c1OCc1ccc(Cl)cc1Cl | -4 | -3% | -3% | ? | ? | -0.6 | -13% | i | 1%
37 | O=C1CCCCCC1C1(O)C(=O)Nc2ccc(Br)cc21 (stereo not drawn) | 6 | -20% | -1% | -9% | -11% | 1.2 | -8% | -4%[57.5 µM] | 0%
38 | COc1ccc(C2(CNC(=O)c3ccccc3)CCOCC2)cc1 | 10 | 0% | 6% | 5% | 1% | -1.4 | 10% | i | 9%
39 | COc1ccc(-c2c(C#N)c(N)n(N)c(=O)c2C#N)cc1Cl | -24 | -14% | 14% | 16% | 31% | 4.5 | 3% | i | 1%
40 | COCCN(Cc1ccccc1)C(=O)C1CCN(S(=O)(=O)c2ccc(OC)c(OC)c2)CC1 | -1 | -6% | 2% | -9% | 11% | -2.9 | 7% | i | 0%

Continued.
41. CN(C)c1cnn(-c2ccccc2)c(=O)c1Cl
42. COC(=O)c1ccc(-c2nn(C)c(=O)c3ccccc23)cc1
43. CC(=O)N1CCC(N(CCN2CCOCC2)C(=S)Nc2cc(C)cc(C)c2)CC1
44. COc1ccc(OCC(=O)N2CCCC(CO)(CCOc3ccccc3)C2)cc1 (stereo not drawn)
entry no.	41	42	43	44
PI5P4K alpha inh	2	1	2	15
PLK1 PBD inh	-10%	-19%	-7%	-9%
GLP1R ag	1%	0%	13%	11%
HEK293 tox	-29%	-27%	-7%	-7%
GLP-1R inv ag	2%	8%	-8%	?
IL-2 act	0.1	-1.1	0.9	-0.1
EPAC1 antagonist	1%	0%	-9%	-11%
PTHR1 ag	-5%	-13%	i	-35%[inhibitor]
EPAC1 ag	9%	-4%	8%	-3%
